NCI-60 one-dose screen, 48 h, at 10 µM unless noted. Numbers give growth in % (100 = growth as untreated, 0 = no growth, -100 = all killed).
MALME-3M: MALME-3M melanoma. actives 5.8% (n = 78,000)
LOX IMVI: LOX IMVI melanoma; actives 7.4% (n = 79,000)
MDA-MB-435: MDA-MB-435 melanoma. AID 1794794. actives 7.8% (n = 82,000)
SK-MEL-2: SK-MEL-2 melanoma; actives 4.7% (n = 77,000)
UACC-257: UACC-257 melanoma; actives 4.4% (n = 78,000)
SK-MEL-5: SK-MEL-5 melanoma; actives 6.4% (n = 80,000); AID 1794755
SK-MEL-28: SK-MEL-28 melanoma. actives 4.1% (n = 81,000). AID 1794761
UACC-62: UACC-62 melanoma; actives 5.4% (n = 81,000); AID 1794756
Numbers without * were called inactive; . = no result given. The calls were made as follows: active = growth percent below 10; inactive = the rest.

SMILES | MALME-3M | LOX IMVI | MDA-MB-435 | SK-MEL-2 | UACC-257 | SK-MEL-5 | SK-MEL-28 | UACC-62
NC1=NC(c2ccccc2Cl)N=C(Nc2nn[nH]n2)N1 (configuration not stated) | 101 | 94 | 102 | 116 | 106 | 98 | 124 | 94
COCc1cccnc1 | 92 | 97 | 116 | . | 98 | 101 | 107 | 111
CCc1ccc(C(c2ccc(CC)cc2)C(Cl)(Cl)CCl)cc1 | 97 | 94 | 102 | 94 | 110 | 90 | 92 | 88
COc1ccc(NC(=O)[C@@H](N)CO)cc1C(=O)Nc1cccc(C2CC(=O)c3c(cc(OC)c(OC)c3OC)O2)c1 (some centres not stated) | 69 | . | 67 | 63 | 93 | 51 | 90 | 70
O=C(SSC(=O)c1ccccc1)c1ccccc1 | . | 95 | 105 | 109 | 94 | 102 | 117 | .
O=c1ccc2cc(-n3cc(CO)nn3)ccc2o1 | 101 | 101 | 113 | 107 | 107 | 99 | 105 | 96
COc1ccc([C@H]2[C@H](C(=O)Nc3cccc(C)n3)c3ccccc3C(=O)N2c2ccc(OC)cc2)cc1 | 92 | 97 | 86 | 88 | 94 | 78 | 82 | .
CC(C)(C)c1ccc(O)c(CNCCO)c1 | 103 | 97 | 101 | 108 | 115 | 97 | 101 | 105
CC(=O)c1nn(-c2ccccc2)/c(=N/N=Cc2cn(-c3ccccc3)nc2-c2cc3ccccc3oc2=O)s1 | 104 | 99 | 103 | 103 | 108 | 101 | 111 | 93
COc1ccc(C)cc1S(=O)(=O)c1ccc([N+](=O)[O-])cc1Cl | 103 | 87 | 77 | 106 | . | 92 | 103 | 85
NC1=CSC2=N/C(=C\c3ccc(Cl)cc3)C(=O)N12 | 65 | 51 | 68 | . | . | 73 | 96 | 90
O=c1[nH]c(O)c(C=c2ccc(=C3N=c4c(c5ccccc5c5ccccc45)=N3)cc2)s1 | 85 | 63 | 33 | 88 | 103 | 58 | 81 | 70
Oc1c(C(c2ccc(F)cc2)N2CCCCC2)ccc2cncnc12 (configuration not stated) | 3.6* | 7.2* | 14 | -17* | 0.3* | -20* | . | -0.5*
CCOC(=O)C(Cc1ccccc1)n1c(O)c(C=Nc2ccc(F)cc2)sc1=S (configuration not stated) | 78 | 75 | 86 | 86 | 87 | 72 | 86 | 61
Cc1ccc(Oc2nc3sc4c(C)ccc(C)c4n3c(=O)c2C#N)cc1 | 104 | 90 | 120 | 127 | 110 | 94 | 102 | 102
CCN(CC)c1ccc(C=O)c(OCc2cn(CC(=O)Nc3ccccc3F)nn2)c1 | 108 | 82 | 100 | 105 | 107 | 95 | 100 | 82
Cc1cccc2c3c(sc12)C(c1ccc(F)cc1)c1c(nc(CC(=O)Nc2ccccc2)[nH]c1=O)O3 (configuration not stated) | 87 | 90 | 84 | 94 | 99 | 100 | 92 | 71
Cn1c(O)c(/C=C2\C=c3ccccc3=N\C2=N\c2nc3ccccc3s2)c(=O)n(C)c1=O | 97 | 95 | 104 | 106 | 98 | 93 | 100 | 89
Cc1ccc(S(=O)(=O)N2CCc3ccc(O)c4c3C2CCc2ccccc2-4)cc1 (configuration not stated) | 97 | 99 | 98 | . | 105 | 105 | 107 | 90
CCCCCCCCCCCCCCCCNC(=S)N/N=C/c1cccc([N+](=O)[O-])c1 | 103 | 107 | 115 | 124 | 98 | 101 | 106 | 107
COC(=O)Cc1[nH]c(=O)[nH]c1C(=O)OC | 112 | 88 | 107 | 117 | 54 | 99 | 122 | 92
O=C(O)c1cc(Cl)cc([N+](=O)[O-])c1O | 116 | 108 | 108 | 114 | 92 | 101 | 111 | 94
COc1ccc(NC(=S)NNc2ccc(-c3ccc(OC)c(OC)c3)nn2)cc1 | 112 | 98 | 107 | 106 | 103 | 101 | 113 | 102
Cc1ccc(NC(=O)c2nnn(-c3ccccc3)c2-c2ccco2)cc1 | 92 | 60 | 90 | 99 | 110 | 66 | 93 | 66
CCSc1nnc(-c2c(C)nc3ccc(Cl)cn23)o1 | 88 | 94 | 100 | 100 | 87 | 64 | 114 | 70

Single records (already shown). Values in the order: MALME-3M	LOX IMVI	MDA-MB-435	SK-MEL-2	UACC-257	SK-MEL-5	SK-MEL-28	UACC-62
COc1ccc(NC(=S)NNc2ccc(-c3ccc(OC)c(OC)c3)nn2)cc1 is entered as 112	98	107	106	103	101	113	102
COc1ccc(C)cc1S(=O)(=O)c1ccc([N+](=O)[O-])cc1Cl is entered as 103	87	77	106	.	92	103	85
CCCCCCCCCCCCCCCCNC(=S)N/N=C/c1cccc([N+](=O)[O-])c1 is entered as 103	107	115	124	98	101	106	107

Other results follow.
SMILES | MALME-3M | LOX IMVI | MDA-MB-435 | SK-MEL-2 | UACC-257 | SK-MEL-5 | SK-MEL-28 | UACC-62
Cn1cc(C2=C(c3c[nH]c4ncccc34)C(=O)N(O)C2=O)c2ccccc21 | 76 | 55 | 100 | 91 | . | 86 | . | .
Clc1ccc(N=Cc2ccccc2)cc1 | 135 | 92 | 95 | 118 | 107 | 102 | 103 | 74
COC(=O)Cn1ccnc1[N+](=O)[O-] | 107 | 99 | 106 | 101 | 105 | 105 | 108 | 115
CCCCCCCCCCCCCCNc1nc(CO)ncc1-c1ccc(C(F)(F)F)cc1 | 92 | 92 | 102 | 95 | 95 | 99 | 108 | 96
CN(C)c1ccc2cc3c(cc2c1)Oc1ccccc1N3.[Cl][Zn][Cl] | . | 32 | 6.7* | 89 | 81 | 71 | 111 | 65
COc1cc2ncnc(Nc3ccc(F)c(Cl)c3)c2cc1OCC(=O)N1CCOCC1 | 98 | 98 | 102 | 87 | 106 | 98 | 106 | 87
CC(=O)N(C)C1CCc2c(sc(NC(=O)c3ccc(C(C)(C)C)cc3)c2C(N)=O)C1 (configuration not stated) | . | 30 | 84 | 103 | 87 | 92 | 80 | 86
CCN(CC)CCNc1ccc([N+](=O)[O-])c2sc3ccccc3c(=O)c12 | -8.2* | 19 | 18 | 22 | 29 | 21 | 35 | 36
COc1ccc(OC)c(NC(=O)N2CCCC(C)C2)c1 (configuration not stated) | . | 88 | 104 | 91 | 94 | 108 | 113 | 96
COc1ccc(-c2ccc(-c3ccc(C(=N)N)nc3)s2)cc1Cl | 74 | -76* | -90* | 102 | 93 | 76 | 97 | 96
O=C1N2CN(CC3CC3)CN3C(=S)N4CN(CC5CC5)CN1C4C23 (configuration not stated) | 99 | 104 | 109 | 94 | 89 | 116 | 92 | 87
Nc1nc(N2CCCCC2)c2ncn(C3OC(CO)C(O)C3O)c2n1 (configuration not stated) | 102 | 97 | 110 | 103 | 105 | 101 | 108 | 105
CN1CCN(Cc2ccc(NC(=O)c3cncc(C#Cc4cnc5ccc(N6CCSCC6)nn45)c3)cc2C(F)(F)F)CC1 | -63* | -90* | -73* | -89* | 31 | 7.8* | -48* | -31*
Cc1cc(=O)oc2cc(OCCOc3ccc(/C=C/C(=O)Nc4ccccc4N)cc3)ccc12 | 49 | -73* | 43 | 59 | 30 | -88* | 40 | 33
Nc1nn2c(-c3cc4ccccc4oc3=O)ccnc2c1N=Nc1ccc(Br)cc1 | 100 | 105 | 117 | 114 | 119 | 102 | 108 | 112
CC(CO)CC(C)(C)C (configuration not stated) | 110 | 103 | 110 | 109 | . | 110 | 109 | 109
C/C(=N/NC(N)=S)c1sc(Nc2ccc(O)cc2)nc1C | 106 | 95 | 98 | 113 | 103 | 99 | 118 | 105
Cn1c(/C(C#N)=C/c2c(Cl)cncc2Cl)nc2ccccc21 | 75 | 84 | 88 | 87 | 54 | 88 | 102 | 69
Cc1[nH]c(C(=O)Nc2ccccc2OC2CCN(CCN3CCOCC3)CC2)c(Cl)c1Cl | 106 | 86 | 105 | 101 | 115 | 88 | 104 | 108
COc1ccc(C2C3=C(CC(C)(C)CC3=O)N(Cc3ccc(C(=O)O)cc3)C3=C2C(=O)CC(C)(C)C3)cc1 | 104 | 99 | 103 | 103 | 105 | 100 | 113 | 95
CCOP(=O)(OCC)[C@H](Nc1ccc(F)cc1)c1cccc(C)c1 | 108 | 99 | 103 | 102 | 110 | 99 | 107 | 94
Cn1c(=O)c2nc(CC(O)c3ccccc3)c(=O)[nH]c2n(C)c1=S (configuration not stated) | 106 | 98 | 102 | 101 | 109 | 102 | 105 | 94
COc1cccc2cc(-c3cc4ccccc4[nH]3)/c(=N/C(=S)Nc3ccc(C)cc3)oc12 | 67 | 71 | 85 | 85 | 103 | 74 | 78 | 66
Cc1c(C)c(C)c(Br)c(C)c1C | 100 | 100 | 103 | 108 | 109 | 100 | 111 | 96
COc1cc2c3c(n(CCCN4CCOCC4)c(=O)c2cc1OC)-c1nc2c(cc1C3=O)OCO2 | 40 | -77* | 16 | 111 | 51 | -6.8* | 66 | -8.8*
Continuation.
SMILES | MALME-3M | LOX IMVI | MDA-MB-435 | SK-MEL-2 | UACC-257 | SK-MEL-5 | SK-MEL-28 | UACC-62
CN(C)CC1(C)CC(=O)C(Br)C(C)(C)C1 (configuration not stated) | 97 | 95 | 102 | 115 | 106 | 106 | 98 | 106
O=C(O)CC(c1ccccc1)(c1ccccc1)c1ccccc1 | 90 | 101 | 104 | 108 | 106 | 103 | . | 73
Cc1nn(-c2ccc(Cl)cc2)c2nc3c(nc12)c(=O)[nH]c1ccccc13 | 132 | 93 | 107 | 109 | 100 | 96 | 113 | 102
COc1ccc(C2C(C#N)=C(N)Oc3n[nH]c(-c4cccs4)c32)cc1I (configuration not stated) | 102 | 89 | 67 | 101 | 89 | . | 108 | 79
Cc1ccc(-c2nnc3sc(C4=Cc5ccccc5OC=C4)nn23)cc1 | 98 | 116 | 94 | 104 | 88 | 92 | 97 | 92
COc1cc(C2CC(c3ccc(S(=O)(=O)NCCNc4nc(N(C)C)nc(N5CCOCC5)n4)cc3)=Nc3c(N)nc(N)nc3N2)cc(OC)c1OC (configuration not stated) | 93 | 94 | 104 | 108 | 100 | 91 | 100 | 94
CCN(CC)CCNC(Cc1ccccc1)c1ccc(OC)cc1 (configuration not stated) | 106 | 95 | 95 | 100 | 101 | 102 | 94 | 102
CCc1nn(Cc2ccccc2)c2nc(C)c(CCc3ccccc3)c(Cl)c12 | 76 | 93 | 92 | . | . | 83 | 107 | 84
Cn1ccc(=O)c(S(N)(=O)=O)c1 | 95 | 92 | 103 | 100 | 109 | 112 | 116 | 96
COc1ccc(NC(=O)CC(C)=O)c(OC)c1 | 148 | 100 | 104 | 95 | 69 | 131 | 126 | 106

Entries shown so far with an NH in an aromatic ring (10):
SMILES | MALME-3M | LOX IMVI | MDA-MB-435 | SK-MEL-2 | UACC-257 | SK-MEL-5 | SK-MEL-28 | UACC-62
NC1=NC(c2ccccc2Cl)N=C(Nc2nn[nH]n2)N1 (configuration not stated) | 101 | 94 | 102 | 116 | 106 | 98 | 124 | 94
O=c1[nH]c(O)c(C=c2ccc(=C3N=c4c(c5ccccc5c5ccccc45)=N3)cc2)s1 | 85 | 63 | 33 | 88 | 103 | 58 | 81 | 70
Cc1cccc2c3c(sc12)C(c1ccc(F)cc1)c1c(nc(CC(=O)Nc2ccccc2)[nH]c1=O)O3 (configuration not stated) | 87 | 90 | 84 | 94 | 99 | 100 | 92 | 71
COC(=O)Cc1[nH]c(=O)[nH]c1C(=O)OC | 112 | 88 | 107 | 117 | 54 | 99 | 122 | 92
Cn1cc(C2=C(c3c[nH]c4ncccc34)C(=O)N(O)C2=O)c2ccccc21 | 76 | 55 | 100 | 91 | . | 86 | . | .
Cc1[nH]c(C(=O)Nc2ccccc2OC2CCN(CCN3CCOCC3)CC2)c(Cl)c1Cl | 106 | 86 | 105 | 101 | 115 | 88 | 104 | 108
Cn1c(=O)c2nc(CC(O)c3ccccc3)c(=O)[nH]c2n(C)c1=S (configuration not stated) | 106 | 98 | 102 | 101 | 109 | 102 | 105 | 94
COc1cccc2cc(-c3cc4ccccc4[nH]3)/c(=N/C(=S)Nc3ccc(C)cc3)oc12 | 67 | 71 | 85 | 85 | 103 | 74 | 78 | 66
Cc1nn(-c2ccc(Cl)cc2)c2nc3c(nc12)c(=O)[nH]c1ccccc13 | 132 | 93 | 107 | 109 | 100 | 96 | 113 | 102
COc1ccc(C2C(C#N)=C(N)Oc3n[nH]c(-c4cccs4)c32)cc1I (configuration not stated) | 102 | 89 | 67 | 101 | 89 | . | 108 | 79

High-throughput results deposited in PubChem by NCI.
